Screening data deposited in PubChem by National Center for Advancing Translational Sciences (NCATS).
Giardia FBPA inh – Giardia lamblia aldolase inhibition | 0.71% of 290,000 active | A8B2U2 | Potency, µM (highest dose often 59.6 µM), for the others: at the top dose activity, negative = inhibition, actives largely listed as inhibitors | purified Giardia FBPA; further: potency means the concentration at half of the fitted maximal effect; nearly all actives have a fitted effect of over 55% in size
Target sequence (A8B2U2 whole entry, looked up): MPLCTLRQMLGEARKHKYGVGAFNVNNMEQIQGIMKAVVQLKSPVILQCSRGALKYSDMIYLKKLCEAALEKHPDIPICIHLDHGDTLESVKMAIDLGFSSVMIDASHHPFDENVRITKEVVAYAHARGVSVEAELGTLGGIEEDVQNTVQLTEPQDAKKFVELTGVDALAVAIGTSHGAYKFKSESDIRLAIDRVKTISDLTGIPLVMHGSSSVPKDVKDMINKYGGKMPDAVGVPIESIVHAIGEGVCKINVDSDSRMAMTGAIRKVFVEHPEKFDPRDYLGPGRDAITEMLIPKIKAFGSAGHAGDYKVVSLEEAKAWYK
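Giardia FBPA (40 nM reagent) was preincubated 10 min at RT with compound (up to 57.5 uM final), then substrate plus GAPDH/TPI/NAD/arsenate coupling system with diaphorase/resazurin was added; resorufin fluorescence (525/598 nm) was read after 20 min.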
AMA1-RON2 inh – inhibitors of Plasmodium falciparum AMA1-RON2 interaction; 0.2% of 360,000 active; Potency, µM (titrated, usually from 58.2 µM), for inactives: at the top dose activity change, negative = inhibition, hits mostly inhibitors; AlphaScreen AMA1-biotinylated RON2 peptide binding;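 further: potency means the concentration at half of the fitted maximal effect; 0% = vehicle wells and -100% = peptide control; nearly all actives have a fitted effect of over 45% in size; some results filed as inactive show a strong effect at the top dose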
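AMA1 (3D7) with his tag at 25 nM final met compounds first, then biotinylated RON2 peptide at 25 nM; detection used donor plus acceptor beads, 10 µg/mL apiece, read by AlphaScreen after 30 min at room temperature.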
HCMV inh – blocks human cytomegalovirus replication | 4.5% of 410,000 active | activity change, negative = inhibition, % at 57.5 µM | AID 1259415 | HFF cells, HCMV-luciferase reporter, 72 h; hits give low values; in the data active means activity change below about -60%
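After 16 h attachment at 37C, HFF cells received test compound and HCMV-luciferase (1 PFU/cell); reporter luminescence read 72 h later, data normalized against buffer-only and known inhibitor Salinomycin.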
* = called active by the depositor; x = not tested or not shown; & = joins results of further samples; [ ] = dose if it differs, or a comment. Unless noted, the call rests on the fitted dose curve; in most records, active means well fitted curve in the direction sought with a large enough effect; inconclusive means small, poorly fitted or top-dose-only effect, or another doubt; inactive means no such curve, though single readings can be large; an effect the other way counts as inactive or inconclusive. Unless noted, on the % scale 0 is the no-effect control and ±100 the full control effect.

SMILES | Giardia FBPA inh | AMA1-RON2 inh | HCMV inh
C=CCSCC=C | -0.1% | x | x
O=C(O)CCC/C=C\C[C@H]1C(=O)C[C@@H](O)[C@@H]1/C=C/[C@@H](O)CCc1ccccc1 | 0.4% | x | x
CCC1C(=O)OCC1Cc1cncn1C (centres undefined) | -6.8%&-16.2% | x | x
C=CCN1C(=O)C(CC(C)C)NC1=S (centres undefined) | 0.9% | x | x
NS(=O)(=O)c1cc2c(cc1C(F)(F)F)N[C@H](Cc1ccccc1)NS2(=O)=O | 0.7%[21.7 µM] | x | x
NC(=O)n1c(O)c(C(=O)c2cccs2)c2cc(Cl)ccc21 | -1.0% | x | x
O=c1cc(-c2ccc(O)cc2)oc2cc(O)ccc12 | 4.1% | x | x
O=C1NC(=O)[C@@]2(CCOc3ccc(F)cc32)N1 | -2.1% | x | x
CN(C)CCCSc1ccccc1NC(=O)/C=C\c1ccccc1 | 0.7% | x | x
CC1(C)OC2CC(=O)OCC23C1CC(=O)C1(C)C3CC[C@@]2(C)[C@H](c3ccoc3)OC(=O)C3OC312 (some centres undefined) | 4.8% | x | x
CCCCCC(=O)O[C@@]1(C(C)=O)CCC2C3CCC4=CC(=O)CC[C@@]4(C)C3CC[C@]21C (some centres undefined) | 0.6% | x | x
CC[C@@H](C)C(N)C(=O)O (some centres undefined) | -1.8% | x | x
CCCC(NC(C)C(=O)N1C(C(=O)O)CC2CCCCC21)C(=O)OCC (centres undefined) | -0.3% | x | x
CCN(CC)C[C@@H]1CCCCN1CC(=O)N1c2ccccc2C(=O)Nc2cccnc21 | 5.4% | x | x
COc1ccc(-c2cc(=O)c3c(O)cc(O[C@H]4OC(COC5OC(C)C(O)C(O)[C@H]5O)C(O)C(O)C4O)cc3o2)cc1O (some centres undefined) | -10.1% | x | x
O=C(O)CN1C(=O)c2cccc3cccc(c23)C1=O | 8.3% | x | x
Cc1onc(-c2ccccc2Cl)c1C(=O)NC1C(=O)N2C1SC(C)(C)C2C(=O)O (centres undefined) | -11.1% | x | x
Cc1c(C(=O)O)c(O)cc2c1C(=O)c1c(O)c([C@H]3O[C@H](CO)[C@@H](O)[C@H](O)[C@H]3O)c(O)c(O)c1C2=O | 17.7µM* | x | x
CCCOC(=O)c1ccccc1 | 1.8%&7.8% | x | x
Nc1nccs1 | 0.1% | x | x
O=c1cc(-c2ccc(O)cc2)oc2cc(O[C@@H]3O[C@H](CO)[C@H](O)[C@H](O)[C@H]3O)cc(O)c12 | -1.6% | x | x
CC(=O)N(C[C@@H](O)CO)c1c(I)c(C(=O)NC[C@@H](O)CO)c(I)c(C(=O)NC[C@@H](O)CO)c1I | -0.7%[21.7 µM] | x | x
C[C@H]1[C@H](C)CC[C@]2(C(=O)O)CC[C@]3(C)C(=CCC4[C@@]5(C)C[C@@H](O)[C@H](O)[C@@](C)(CO)[C@@H]5CC[C@]43C)[C@H]12 (some centres undefined) | 20.4% | x | x
COC(=O)c1cccnc1 | 5.0%&1.8% | x | x
CC(=O)[C@@H]1CC[C@@H]2[C@@H]3C[C@H](C)C4=CC(=O)CC[C@@]4(C)[C@H]3[C@H](O)C[C@]21C | 3.4%[21.7 µM] | x | x
C=CC(C)(O)CC/C=C(\C)CCC=C(C)C (centres undefined) | -3.8% | x | x
N/C(=N\N=C\c1ccc(Cl)cc1)N/N=C/c1ccc(Cl)cc1 | x | x | 5.8
O=C(Nc1ccc(Cl)cc1)Nc1ccc(Cl)c(C(F)(F)F)c1 | x | x | -99.1*
CCOC(=O)c1cccc(N)c1 | x | x | -8.1
CCN(CC)CCOc1ccccc1C(=O)CCc1ccccc1 | x | x | -10.7

Nothing new here: 19 of the compounds above.
SMILES | Giardia FBPA inh | AMA1-RON2 inh | HCMV inh
O=C(O)CCC/C=C\C[C@H]1C(=O)C[C@@H](O)[C@@H]1/C=C/[C@@H](O)CCc1ccccc1 | 0.4% | x | x
CCC1C(=O)OCC1Cc1cncn1C (centres undefined) | -6.8%&-16.2% | x | x
C=CCN1C(=O)C(CC(C)C)NC1=S (centres undefined) | 0.9% | x | x
NS(=O)(=O)c1cc2c(cc1C(F)(F)F)N[C@H](Cc1ccccc1)NS2(=O)=O | 0.7%[21.7 µM] | x | x
NC(=O)n1c(O)c(C(=O)c2cccs2)c2cc(Cl)ccc21 | -1.0% | x | x
O=c1cc(-c2ccc(O)cc2)oc2cc(O)ccc12 | 4.1% | x | x
O=C1NC(=O)[C@@]2(CCOc3ccc(F)cc32)N1 | -2.1% | x | x
CN(C)CCCSc1ccccc1NC(=O)/C=C\c1ccccc1 | 0.7% | x | x
CC1(C)OC2CC(=O)OCC23C1CC(=O)C1(C)C3CC[C@@]2(C)[C@H](c3ccoc3)OC(=O)C3OC312 (some centres undefined) | 4.8% | x | x
CCCCCC(=O)O[C@@]1(C(C)=O)CCC2C3CCC4=CC(=O)CC[C@@]4(C)C3CC[C@]21C (some centres undefined) | 0.6% | x | x
CC[C@@H](C)C(N)C(=O)O (some centres undefined) | -1.8% | x | x
CCCC(NC(C)C(=O)N1C(C(=O)O)CC2CCCCC21)C(=O)OCC (centres undefined) | -0.3% | x | x
CCN(CC)C[C@@H]1CCCCN1CC(=O)N1c2ccccc2C(=O)Nc2cccnc21 | 5.4% | x | x
COc1ccc(-c2cc(=O)c3c(O)cc(O[C@H]4OC(COC5OC(C)C(O)C(O)[C@H]5O)C(O)C(O)C4O)cc3o2)cc1O (some centres undefined) | -10.1% | x | x
O=C(O)CN1C(=O)c2cccc3cccc(c23)C1=O | 8.3% | x | x
Cc1onc(-c2ccccc2Cl)c1C(=O)NC1C(=O)N2C1SC(C)(C)C2C(=O)O (centres undefined) | -11.1% | x | x
Cc1c(C(=O)O)c(O)cc2c1C(=O)c1c(O)c([C@H]3O[C@H](CO)[C@@H](O)[C@H](O)[C@H]3O)c(O)c(O)c1C2=O | 17.7µM* | x | x
CCCOC(=O)c1ccccc1 | 1.8%&7.8% | x | x
Nc1nccs1 | 0.1% | x | x

(continued)
SMILES | Giardia FBPA inh | AMA1-RON2 inh | HCMV inh
CC(=O)NCCCCCC(=O)O | 5.4% | x | 4.7
O=C(Cn1ccnc1[N+](=O)[O-])NCCO | -3.0% | x | 13.8
OC1(c2ccc(Cl)c(C(F)(F)F)c2)CCN(CCCC(c2ccc(F)cc2)c2ccc(F)cc2)CC1 | -13.5% | x | -99.2*
COc1cncc(C#Cc2ccccn2)c1 | x | -12.4% | 8.3

Only part of the results is shown (hit frequency here may not be typical).
